Compound activity: PubChem, University of Glasgow
HCT116 survival = survival after telomere uncapping, modulators, primary screen, cell-based (AID 1259312). fold change at 10 µM. 4,500 compounds, 4.5% hits. HCT116 + Ad-hTR-mut, survival, MTT, 5 d; stronger effect = higher value;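 active = cell survival measured by absorbance rises more than 2.5-fold over infected cells without compound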;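 note: virus expresses mutant telomerase RNA that uncaps telomeres and kills cells; compound added 2 days after infection so exposure lasts 3 days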
Active calls of the source: *; i = inactive; + = active, no number.

SMILES | HCT116 survival
O=C(CSc1nnnn1C1CCCCC1)N1c2ccccc2Sc2ccccc21 | -1.1
CC(=O)C(C)(C)/C(C)=N/N=C(\N)c1ccc(C)cc1 | -1.2
O=c1oc(-c2cccc(C(F)(F)F)c2)nc2ccccc12 | 1.2
CC(=O)Nc1nonc1NC(=O)CSc1n[nH]c(N)n1 | -1.2
Cn1c(=O)n(C)c2cc([N+](=O)[O-])c(Cl)cc21 | -1.1
O=S(=O)(NCCc1cccs1)c1ccc2ccccc2c1 | -1.7
O=C(Nc1nc2ccccc2s1)c1sc2ccccc2c1Cl | -2.9
O=[N+]([O-])c1ccc(CSc2nnnn2C2CCCCC2)cc1 | -1.5
N#C/C(=C\c1ccc(-c2ccc(F)cc2)o1)c1nc2ccccc2s1 | 1.5
CCCCCCCCCCCCCCC(CC(=O)O)C(=O)O (stereo not given) | 2.9*
N=C(N)SCc1csc(N)n1 | 2
CCN(CC)CC#CC(O)(c1ccccc1)c1ccccc1 | 1.7
O=CC1C(=O)Nc2ccccc21 (stereo not given) | -1.3
NS(=O)(=O)c1cc(C(=O)O)c(Cl)cc1Cl | -1.8
CCNC(=O)n1cc(Cl)cn1 | -2.6
Cc1nnc(SCc2c(C)cc(C)c(CSc3nnc(C)s3)c2C)s1 | -1
Cc1ccc(S(=O)(=O)NCc2ccc3c(c2)OCO3)cc1 | -2.3
CC1CN(S(=O)(=O)c2ccc3oc4ccccc4c3c2)CC(C)O1 (stereo not given) | -1.7
Nc1ccc2oc(-c3ccc(Cl)c(Cl)c3)nc2c1 | 1.1
COCCOC(=O)C1=C(C)NC(=O)NC1C1CC=CCC1 (stereo not given) | -1.9
O=C1NC(=Nc2ccc(F)cc2)S/C1=C/c1ccc(Sc2ccc(Cl)cc2)o1 | i
N#Cc1cc(Oc2ccc(F)cc2)c(-n2nnc3ccccc32)cc1C#N | 1
CC(=O)N1CCC2(CC1)C1CN(C(C)=O)CC=C1C(C#N)=C(N)C2(C#N)C#N (stereo not given) | 1.1
O=C(NCc1ccco1)N1CCOCC1 | -2.1
CCNS(=O)(=O)c1cc(OC)ccc1OC | -3.4
O=C(O)c1cc(C2CCCCC2)no1 | -1.5
CCOC(=O)CO/N=C(\C(=O)O)c1ccn[nH]1 | i
CCOC(=O)C(C(C)=O)C(C(C)=O)C(=O)OCC (stereo not given) | 1.7
CCOc1ccc2c(c1)C(C)CC(C)(C)N2C(=O)NC1CCCCC1 (stereo not given) | -3.1
COC(=O)c1sc(N)nc1C | 1.5

Retrieved one by one from the list above, two records:
SMILES | HCT116 survival
COC(=O)c1sc(N)nc1C | 1.5
CCOc1ccc2c(c1)C(C)CC(C)(C)N2C(=O)NC1CCCCC1 (stereo not given) | -3.1

(next part)
SMILES | HCT116 survival
O=S(=O)(NCC1CCCO1)c1ccc(Br)cc1 (stereo not given) | 3.1*
O=C(O)CC(Sc1cccs1)C(=O)O (stereo not given) | 1.1
Brc1ccc(N=Nc2ccc(Br)cn2)nc1 | 1
Clc1ccc(-c2nnc(SCc3ccccc3)o2)c(Cl)c1 | 2.1
CC12C=CC(=O)C=C1CCC1C2C(=O)C[C@@]2(C)C1CCC2(O)C(=O)CO (stereo not given in full) | 1.1
Clc1cccc(N2CCN(Cn3nnc4ccccc43)CC2)c1 | 3*
CCc1sc(C2C(C(=O)OC)=C(C)NC3=C2C(=O)CC(C)(C)C3)cc1Br (stereo not given) | -5.3
O=C1CC(c2ccccc2)CC2=C1C(c1cc(F)ccc1F)Nc1ccccc1N2 (stereo not given) | -1.2
O=S(=O)(c1ccc2oc3ccccc3c2c1)N1CCOCC1 | -1.4
O=[N+]([O-])c1cc(-c2nnc(-c3ccc(Cl)cc3Cl)o2)cc([N+](=O)[O-])c1 | -1.4
CCn1c2ccccc2c2cc(N)ccc21 | -1.4
S=c1[nH]nc(-c2ccc(Cl)cc2)o1 | -1.8
N#C/C(=C\c1cccnc1)C(N)=S | -9.1
CS(=O)(=O)CCOC(=O)ON1C(=O)CCC1=O | -1.6
CC(C)(C)C1CCc2c(sc3c2C(=O)NC(c2cccs2)N3)C1 (stereo not given) | -1.6
S=c1[nH]nc(COc2ccccc2)n1-c1ccccc1 | 1.7
CCCCNC(=S)N1CCOCC1 | -2.2
CN1C(=O)Cc2cc(Br)ccc21 | -2.3
Cc1cc(C)c(CSc2nnc(C)s2)c(C)c1 | 1.2
Cc1cc2nnc(SCC#N)n2c2ccccc12 | -1.1
Clc1ccc(-c2nnc(/C=C/c3ccco3)o2)c(Cl)c1 | -2.3
N#CC1=C(N)OC2=C(C(=O)CCC2)C12C(=O)Nc1cc(Br)ccc12 (stereo not given) | 1.7
O=c1c2ccccc2c(-c2ccccc2)nn1CCc1ccccc1 | 1.3
O=C(O)c1cnn(-c2ccc([N+](=O)[O-])cc2)c1C(F)(F)F | -1
COc1cc(C2Nc3cc(C)c(C)cc3NC3=C2C(=O)CC(C)(C)C3)cc(Br)c1OC (stereo not given) | -1.1
CCN(CC)c1ccc(C=C2C(=O)N(C)C(=O)N(C)C2=O)o1 | -1.7
COc1c(-c2ccc(O)c(O)c2)oc2cc(O)cc(O)c2c1=O | -1.7
O=C1CN(C(=O)Cn2c(=O)oc3ccccc32)c2ccccc2N1 | -1
CC(=O)Nc1nonc1NC(=O)CSc1nc(N)cc(N)n1 | -2.4
O=C(Nc1ccccc1O)N1c2ccccc2Sc2ccccc21 | -1.3

The final 3 records of the section above open the next one:
SMILES | HCT116 survival
O=C1CN(C(=O)Cn2c(=O)oc3ccccc32)c2ccccc2N1 | -1
CC(=O)Nc1nonc1NC(=O)CSc1nc(N)cc(N)n1 | -2.4
O=C(Nc1ccccc1O)N1c2ccccc2Sc2ccccc21 | -1.3
Cc1nn2cnnc2[nH]c1=O | i
CCOC(=O)c1sc(N2N=C(C)/C(=C\c3ccco3)C2=O)nc1C | -1.2
CS(=O)(=O)N(CC(=O)NCC1CCCO1)c1ccc(Br)cc1 (stereo not given) | -1.2
O=[N+]([O-])c1ccc(Cl)cc1N1CCN(CCO)CC1 | 2.2
Oc1c(Cl)cc(Cl)cc1C=Nc1ccc(Cl)c(Cl)c1 | i
CC1(C)[C@@H]2CC[C@@]1(C)C(=O)C2 | -1.6
CCOC(=O)c1sc(NC(=O)C(CC)CC)nc1C | -2.3
Cc1cccc(-c2nnc3n2CC(C)S3)c1 (stereo not given) | -1.4
CC(C)C(=O)N(C)C1CCCCC1 | 1.5
CC(=O)Nc1ccc(N/C(N)=N/c2nc(C)cc(C)n2)cc1 | -1.6
Fc1cccc2c1N[C@@H](c1c3ccccc3cc3ccccc13)[C@H]1CC=C[C@@H]21 | -1.8
C/C(=N\NC(N)=S)c1cccs1 | -1.1
Cc1[nH]c2c(C)cccc2c(=O)c1CN1CCCCC1C (stereo not given) | -1.3
CC1=C(C(=O)OC(C)C)C(c2ccc(C)o2)NC(=O)N1 (stereo not given) | -1
CC1(C)COC2(OC1)C(=O)N(CN1CCC3(CC1)OCCO3)c1ccccc12 | -1.5
O=C(CCN1CCN2CCCC2C1)N1c2ccccc2Sc2ccc(Cl)cc21 (stereo not given) | -1.2
O=C1NC2(Nc3ccccc31)C(=O)N(Cc1ccccc1F)c1ccccc12 (stereo not given) | -1.4
CC(C)COC(=O)N1CC(O)CC1C(=O)Nc1ccc2c(c1)OCO2 (stereo not given) | -2.1
CCCc1cc(=S)sc(N)n1 | -1
CNC(=S)Nc1ccc(F)cc1 | -2.5
Nc1ccn([C@@H]2O[C@H](CO)[C@@H](O)[C@H]2O)c(=O)n1 | 1.1
O=C(c1cccs1)N1CCN(C(=O)C23CC4CC(CC(C4)C2)C3)CC1 | -1.1
Cc1ccc(C)c(C2=C(C#N)C(N)=C(C#N)C3=CCN(C)CC32)c1 (stereo not given) | 1.3
O=c1[nH]nc(CSCc2ccc(Cl)cc2)[nH]1 | i
CN=C1S/C(=C/c2ccc(C)s2)C(=O)N1C | -1.8
O=c1[nH]c(=S)[nH]c2nc[nH]c12 | -1.2
COC(=O)C1=C(C)N(CC2CCCO2)C(=O)/C1=C\c1cc(C)n(-c2ccc(F)cc2)c1C (stereo not given) | 1.1
CC1(C)CC(=O)C2=C(C1)OC(N)=C(C#N)C2c1cc([N+](=O)[O-])cs1 (stereo not given) | 1.5
O=[N+]([O-])c1ccc(C2OCOCC2O)cc1 (stereo not given) | -2
N=c1ccn2c(n1)OC1C2OC(CO)[C@H]1O (stereo not given in full) | -1.6
S=c1[nH]c2cc(Cl)ccc2s1 | -1.4
c1ccc(-n2nnnc2SC2CCC3SC2CCC3Sc2nnnn2-c2ccccc2)cc1 (stereo not given) | 1.3
O=C(Nc1ccc(F)cc1)C1CC(=O)N(c2ccc(F)cc2)C1 (stereo not given) | 1.2
CCN(CC)C(=O)c1c[nH]c2ccccc2c1=O | -1.2
c1ccc(N/N=C2/C/C(=N\Nc3ccccc3)c3ccccc32)cc1 | -1.1
Nc1nc(SCCCOc2ccccc2)n[nH]1 | 1.2
Nc1nnnn1CC(=O)O | -1.7
O=Cc1ccc(S(=O)(=O)O)cc1S(=O)(=O)O | -1.9
O=C(O)C1CCCN1S(=O)(=O)c1ccc(Cl)c(Cl)c1 (stereo not given) | 1.3
CCCN1CC2=C(OC(N)=C(C#N)C2c2ccc(SC)cc2)/C(=C/c2ccc(SC)cc2)C1 (stereo not given) | 5.1*
O=[N+]([O-])c1ccc(NCCCn2cnc3ccccc32)nc1 | 1.2
CC1(C)CC(=O)CC(=Nc2ccc3[nH]c(=O)[nH]c3c2)C1 | -1.6
N#CC1=C(N)NC(S)=C(C#N)C1c1cccc(Br)c1 (stereo not given) | -1
Cc1ccc2c(c1)c1c3n2CCN(S(=O)(=O)c2ccccc2)C3CCC1 (stereo not given) | 1.7
Cc1cc(C)c(CSc2nc(C)cc(=O)[nH]2)c(C)c1 | i
Cc1ccc(-c2nnc(COc3ccc4oc5ccccc5c4c3)o2)o1 | 1.1
O=C1/C(=C/c2ccc(-c3ccc(I)cc3)o2)SC(=S)N1Cc1ccccc1 | -1.2
O=C(NN1C(=O)c2ccc(C(=O)c3ccc4c(c3)C(=O)N(NC(=O)c3ccncc3)C4=O)cc2C1=O)c1ccncc1 | -4.2
O=c1cc(Cn2cnc3sc4c(c3c2=O)CCC4)c2ccccc2[nH]1 | -1.9
CCC1CCCCN1S(=O)(=O)c1ccc(Cl)cc1 (stereo not given) | -1.3
Cn1c(=O)c2c(nc(NCCOc3ccc(Cl)cc3)n2C)n(C)c1=O | 1.2
CCC(=O)NC(=Nc1nc(C)c2ccccc2n1)NC(=O)CC | i
Brc1ccccc1-c1nnc(C(c2ccccc2)c2ccccc2)o1 | -1.3
OCCNc1nc(N2CCCCC2)nc(N2CCCCC2)n1 | 1.1
CC(C)c1ccc2c(c1)C1C=CCC1C(c1ccc(C(=O)O)cc1)N2 (stereo not given) | -1.3
O=S(=O)(NCCSc1ccc(Cl)cc1)c1ccccc1 | -1.2
NC(=O)NC(Cc1c[nH]c2ccccc12)C(=O)O (stereo not given) | 1.9
CCOc1cc(C)nn1-c1ccc([N+](=O)[O-])cc1[N+](=O)[O-] | -1.5
COc1ccc(OC)c(N=Cc2cc(Br)ccc2O)c1 | +
CCOC(=O)c1sc(NC(=O)C(F)(F)F)c(C#N)c1C | -1.3

The listing continues.
SMILES | HCT116 survival
CN(C)CCCN1C(=O)C(O)=C(C(=O)c2cccs2)C1c1ccco1 (stereo not given) | -2.1
Nc1cc(Cl)ccc1N1CCOCC1 | 1.2
N#Cc1c(/N=C/c2ccc(Br)s2)sc2c1CCCC2 | -1.3
CC1CCCN(S(=O)(=O)c2ccc(Cl)cc2)C1 (stereo not given) | 5.7*
NNC(=O)C(=O)Nc1nccs1 | -2.2
O=C(NNC(=O)c1sc2ccccc2c1Cl)c1ccco1 | -1.4
CCOC(=O)/C(C#N)=C(\C#N)C(=O)OCC | 1
CC1Cn2c(nnc2-c2cccc(Cl)c2)S1 (stereo not given) | 1.1
O=C(C1=C(O)C(=O)N(CCCN2CCOCC2)C1c1ccco1)c1ccco1 (stereo not given) | -2.5
CCOC(=O)c1c(NC(=O)CN2CCOCC2)sc2c1CCC(C)C2 (stereo not given) | -1.5
Cn1c(=O)c2cc(C(=O)NC3CCSC3=O)ccc2n(C)c1=O (stereo not given) | 1.1
c1n[nH]c(NCc2ccc3c(c2)OCO3)n1 | -1.3
CS(=O)(=O)c1nc(-c2ccc(Br)cc2)n[nH]1 | -2
N#C/C(=C/C1=Cc2ccccc2OC1)C(=O)NC1CCCCC1 | -1.2
Cc1cc(I)ccc1NC(=O)C1CCCN1C(=O)OC(C)(C)C (stereo not given) | 1.2
Cc1nc2cc(S(=O)(=O)C(F)(F)F)ccc2s1 | 1.4
COc1ccc(-c2n[nH]c(=S)n2C)cc1 | -1.4
O=C1C(=O)N(CC(=O)N2CCc3ccccc3C2)c2ccccc21 | -1.5
Cc1cc(C)c(S(=O)(=O)NCC#N)c(C)c1 | -1.4
COc1nc(-c2ccc(Cl)cc2)cc(-c2ccc(Cl)c(Cl)c2)c1C#N | -1.3
O=C(CCc1ccc(O)cc1)c1c(O)cc(O)cc1O | 1.2
CC(C)c1nc(C#N)c(N2CCOCC2)o1 | -1.3
N#CC1=C(N)n2c(s/c(=C\c3ccc(Cl)cc3)c2=O)=C(C#N)C1c1ccc(Cl)cc1 (stereo not given) | -1.6
Cc1cc(C(=O)O)on1 | -1.1
O=C1ON=C(c2cccs2)/C1=C/c1cccc(I)c1 | -1.6
CN1CCC2(CC1)C(C#N)=C(N)C(C#N)(C#N)C1=C2CN(C)CC1 | 1.7
COc1cc2c(C(=O)c3ccccc3)c3c4c(cc(OC)c(OC)c4c2cc1OC)CCN3C | 1
COC(=O)C1=C(O)c2ccccc2S(=O)(=O)N1 | 1.6

Only part of the results is shown; count on the stated rates, not on these rows.
